Screening results: PubChem, several laboratories
HTR1A agonist: 5-HT1a (human) receptor agonism; activation, % at 10 µM; CHO 5-HT1a Ga15 NFAT-bla reporter, FRET ratio; 0% basal, 100% maximal reference agonist; 65,000 tested, 0.56% active; P08908; AID 567;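 active = activation above the screen-wide mean activation plus 3 SD, cut at about 19% in these data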;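 also: 0% = DMSO wells and 100% = 5-CT at EC100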
Target sequence (P08908 whole entry, looked up): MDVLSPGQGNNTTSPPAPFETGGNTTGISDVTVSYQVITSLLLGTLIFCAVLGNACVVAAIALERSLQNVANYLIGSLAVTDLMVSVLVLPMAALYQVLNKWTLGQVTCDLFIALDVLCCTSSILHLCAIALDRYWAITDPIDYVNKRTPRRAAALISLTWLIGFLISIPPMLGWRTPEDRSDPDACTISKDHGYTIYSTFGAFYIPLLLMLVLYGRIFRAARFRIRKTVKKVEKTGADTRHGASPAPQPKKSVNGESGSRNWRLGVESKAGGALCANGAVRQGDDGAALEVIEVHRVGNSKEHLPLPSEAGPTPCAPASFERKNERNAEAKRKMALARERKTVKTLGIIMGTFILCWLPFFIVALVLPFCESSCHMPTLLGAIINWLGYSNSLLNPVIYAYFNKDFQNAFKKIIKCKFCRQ
RORa activator: activators of human nuclear receptor RORA; P35398; CHO-K1 Gal4-RORA LBD luciferase reporter, luminescence; percent increase over mock-subtracted basal signal; activation, % at 10 µM; 65,000 tested, 1.5% active; AID 560;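 active = activation above the mean of all tested compounds plus 3 SD, cut at about 49% in these data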;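 also: 0% = DMSO-treated RORA cells and 100% = added signal equal to DMSO minus mock-transfected cells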
SF1 activator: activates the human nuclear receptor SF-1; 65,000 tested, 1.9% active; Q13285; activation, % at 10 µM; AID 522; CHO-K1 Gal4-SF-1 LBD luciferase reporter; % increase over DMSO SF-1-specific signal;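 active = activation above the mean activation of all tested compounds plus 3 SD, cut at about 50% in these data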
Target sequence (Q13285 whole entry, looked up, the tested form may be a part): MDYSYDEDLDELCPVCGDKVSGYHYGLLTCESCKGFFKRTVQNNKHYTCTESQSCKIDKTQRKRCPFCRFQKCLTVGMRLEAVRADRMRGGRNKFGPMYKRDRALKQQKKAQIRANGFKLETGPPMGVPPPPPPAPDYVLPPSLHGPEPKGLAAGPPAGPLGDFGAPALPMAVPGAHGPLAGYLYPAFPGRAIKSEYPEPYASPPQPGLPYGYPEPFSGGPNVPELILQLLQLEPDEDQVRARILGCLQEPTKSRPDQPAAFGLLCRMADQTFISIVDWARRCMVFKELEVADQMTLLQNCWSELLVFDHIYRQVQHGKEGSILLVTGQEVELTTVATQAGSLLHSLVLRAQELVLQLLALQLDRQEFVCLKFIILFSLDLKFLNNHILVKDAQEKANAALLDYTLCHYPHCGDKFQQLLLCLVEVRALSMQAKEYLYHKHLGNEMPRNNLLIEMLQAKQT
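Test system: transient Gal4-SF-1 LBD reporter, CHO-K1; Amount: 4,000 CHO-K1 cells per well; Doses: 10 µM only; Timing: compound exposure 20 h at 37 °C; Signal: luciferase light emission; Read-out basis: percent activation relative to DMSO median and mock-transfected background; Control set: DMSO negative control and −SF1 background wells; Replicates: one test per compound.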
5-HT1A blocker: blocks the human serotonin 5-HT1a receptor; P08908; CHO 5-HT1a Ga15 NFAT-bla reporter, antagonist mode; inhibition, % at 10 µM; 62,000 tested, 0.68% active; AID 612;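 active = inhibition above the mean of all tested compounds plus 3 SD, cut at about 43% in these data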;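 also: receptor stimulated by 5-CT agonist at 100 nM near EC80; beta-lactamase reporter measured by ratiometric fluorescence of a cleavable substrate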
5HT1E antag: 5-HT1E (human) receptor antagonism; P28566; CHO 5-HT1E Ga15 NFAT-bla reporter, FRET, antagonist; inhibition, % at 6 µM; 65,000 tested, 0.99% active;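 active = inhibition above a set limit, the mean inhibition across every tested compound plus 3 SD, cut at about 29% in these data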;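 also: signal is the 460 over 535 nm emission ratio of beta-lactamase substrate; 0% = agonist plus DMSO wells and 100% = wells without agonist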
HTR1E agonist: 5-HT1E (human) receptor agonism; CHO 5-HT1E Ga15 NFAT-bla reporter, FRET; 0% DMSO wells, 100% control agonist wells; P28566; 65,000 tested, 0.69% active; AID 574; activation, % at 6 µM;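 active = activation above a set limit, the screen-wide mean activation plus 3 SD, cut at about 8.5% in these data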;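 also: 100% = positive control agonist at 1 µM giving full maximal response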
tolC growth inh: E. coli tolC mutant growth inhibition. AID 573. growth inhibition, % at 10 µM (by protocol). E. coli BW25113 tolC mutant growth, OD615. 65,000 tested, 2.2% active;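 active = growth inhibition at or above a cutoff equal to the mean over every tested compound plus 3 SD, cut at about 60% in these data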;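 also: growth measured after 20 h incubation at 37 °C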
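Assay system: tolC-deleted E. coli BW25113. Medium: kanamycin-containing LB broth (50 µg/mL). Dosing: 10 µM final, single dose. Timing: bacterial growth with compound for 20 h at 37 °C. Detection: A615 absorbance measurement. Read-out basis: growth inhibition in percent.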
NADH enzymes: inhibition of NAD/NADH coupling enzymes, library profiling; coupled PK/LDH NADH assays, four targets; IC50, µM (doses to about 10 µM), for the others: at the highest dose inhibition; 65,000 tested, 0.02% active; AID 774;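 active = single-dose screening hits from any of four coupled enzyme assays that gave an IC50 when retested across doses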;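 also: the DPM-DC format reads NADH fluorescence rather than 340 nm absorbance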
MMP-13 inhibitor: MMP13 (human) collagenase inhibition; P45452; AID 570; 65,000 tested, 0.07% active; inhibition, % at 4 µM; MMP-13 fTHP FRET cleavage, Mca fluorescence;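 active = inhibition above the mean of compound-free control plate wells plus 3 SD, cut at about 14% in these data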;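 also: 0% = DMSO wells and 100% = wells with reference MMP-13 inhibitor after basal subtraction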
* = called active by the depositor; i = inactive; . = not tested or not shown; [ ] = dose if it differs, or a comment.

SMILES | HTR1A agonist | RORa activator | SF1 activator | 5-HT1A blocker | 5HT1E antag | HTR1E agonist | tolC growth inh | NADH enzymes | MMP-13 inhibitor
CCOC(=O)C(C)n1cnc2c(oc3ccccc32)c1=O (centres undefined) | -6.2 | 7.8 | 6.7 | 3.9 | -3.2 | -0.2 | -4.6 | 7.0% | -0.8
CCCc1cc(=O)oc2cc(C)cc(OCC(=O)O)c12 | -3.2 | -24.9 | 0.8 | -0.8 | -4.2 | 0.0 | -9.4 | 2.0%[fluoresces] | -147.9[fluorescence artefact?]
COc1ccc2nc(SCC(N)=O)cc(C)c2c1 | 0.7 | 18.6 | -5.4 | -8.9 | -5.0 | -0.1 | 13.6 | 5.0% | -2.5
COC(=O)C1C2C=CC3(CN(c4cccc(C)c4)C(=O)C13)O2 (centres undefined) | -3.8 | -9.4 | 2.6 | -3.4 | 2.0 | -0.8 | -17.0 | 6.0% | -10.9
O=C(NCCCN1CCOCC1)c1ccc(CS(=O)(=O)c2c(Cl)cccc2Cl)o1 | -0.2 | 25.1 | -15.9 | 3.5 | -8.0 | 1.1 | -11.8 | 1.0% | -8.7
CN1CC(=O)Nc2ccc(F)cc2C1=O | -0.2 | -19.2 | 6.4 | . | -0.8 | -0.5 | 0.9 | 2.0% | 6.2
Cc1ccc(OCCCC(=O)Nc2ccc(N3CCOCC3)cc2)c(C)c1 | 1.4 | 3.8 | -4.3 | -6.5 | -18.9 | 1.2 | -3.1 | 4.0% | 2.5
CCC(=O)Nc1ccc(NC(=O)c2ccccc2Cl)nc1 | -3.9 | 11.3 | 25.1 | 0.2 | 3.1 | -1.1 | -20.0 | 7.0% | -5.7
COc1ccc(-n2nc3c(c2NC(=O)c2cc(Br)ccc2Cl)CS(=O)C3)cc1 (centres undefined) | -2.0 | -29.3 | -4.1 | 1.7 | -4.1 | 0.5 | 18.2 | 5.0% | 4.9
O=C(O)CCC(=O)Nc1ccccc1N1CCOCC1 | 0.3 | -15.8 | 9.8 | -4.9 | -17.8 | 0.9 | -31.0 | 5.0% | -0.6
Cc1ccc(F)cc1NC(=O)c1ccc2c(c1)OCO2 | -0.1 | -11.5 | -15.7 | 10.6 | 10.7 | -0.9 | -17.2 | 5.0% | 2.3
N#Cc1c(-c2ccccc2Cl)cc(C2CC2)nc1N | 6.2 | -9.1 | -15.9 | . | -6.7 | 1.0 | 15.3 | 3.0% | -12.6
COc1cccc(CNCc2ccccn2)c1OC | -0.5 | -3.0 | 1.8 | -9.8 | 2.1 | 10.9* | -9.8 | 22.0% | -0.8
CN1CCN(C(=O)c2ccc3c(c2)NC(=O)C(C)(C)O3)CC1 | -1.6 | -20.6 | -6.6 | 3.0 | 1.2 | 1.1 | -10.0 | 6.0% | -3.9
CCOc1ccc(CNC(=O)CCn2c(=O)oc3ccccc32)cc1 | -4.7 | -9.4 | 3.4 | -6.2 | -12.1 | 0.4 | -15.3 | 3.0% | 1.9
CC1=Nn2c(nnc2-c2ccccc2Cl)SC1 | -0.9 | 8.5 | -18.4 | 0.0 | -4.4 | 1.2 | 2.3 | 7.0% | 4.3
O=C(CSc1nnnn1-c1ccc2c(c1)OCO2)NCc1ccccc1 | -1.7 | 40.0 | 37.6 | -8.0 | 14.5 | 0.7 | 8.9 | 5.0% | 4.8
O=C(C1CCCO1)N1CCN(S(=O)(=O)c2ccccc2)CC1 (centres undefined) | -2.2 | -18.8 | -6.0 | 14.5 | 6.7 | -1.0 | -5.9 | 1.0% | 1.7
COC(=O)c1ccc2c(=O)n(NC(C)=O)c(=S)[nH]c2c1 | -1.5 | -0.5 | -6.3 | -4.3 | 20.0 | -1.3 | 4.8 | 4.0% | 2.6
Cc1nc2c3cnn(-c4ccc(C)c(C)c4)c3ncn2n1 | 0.7 | 43.8 | 65.1* | -11.3 | 8.6 | 0.7 | -2.4 | 8.0% | -9.2
O=C(NCCc1c[nH]c2ccccc12)C1CCN(c2nnc(N3CCCC3=O)s2)CC1 | -0.4 | -33.3 | -8.0 | 5.8 | -8.2 | 46.4* | 2.1 | 4.0% | 6.3
CC(CN1CCOCC1)OC(=O)c1ccc(Br)cc1 (centres undefined) | -1.0 | -13.2 | -2.3 | -6.1 | -11.7 | 0.6 | 1.6 | 6.0% | -3.6
COc1ccc(-n2ncc3c(=O)n(CC(=O)N4CCCc5ccccc54)cnc32)cc1 | -0.3 | -26.5 | -4.3 | 3.5 | -21.9 | -0.2 | 4.3 | 7.0% | -0.3
NC(=O)CSc1nnc(-c2cnccn2)n1-c1ccccc1 | -1.7 | 7.9 | -2.3 | -16.4 | -16.9 | -0.2 | -9.7 | 2.0% | 0.5
O=C(Cc1cccs1)N1CCC(c2nc3c(nnn3Cc3ccccc3)c(=O)[nH]2)CC1 | -2.2 | -15.9 | -5.5 | 1.6 | 5.6 | -0.5 | 17.3 | 5.0% | -3.1
CC1(C)OC(=O)C(=CNCC(=O)NCC(=O)O)C(=O)O1 | -1.2 | -7.9 | 0.6 | 11.0 | 4.4 | -0.9 | -32.6 | 7.0% | 2.2
COc1ccc(-c2nn(C)c(=O)c3ccccc23)cc1CNC(=O)CN1CCOCC1 | -1.7 | -40.0 | -30.3 | -2.2 | 5.2 | -0.8 | 1.5 | 3.0% | -2.7
CCc1nn(CC(=O)NCCCN(Cc2ccccc2)C(C)C)c(=O)c2cc3sccc3n12 | 0.9 | -28.4 | -18.6 | 11.3 | -5.7 | 0.7 | 3.0 | 5.0% | -1.5
Cc1ccc2[nH]cc(C(=O)CN3CCC4(CC3)OCCO4)c2c1 | -0.8 | 0.1 | 7.4 | -9.6 | 10.5 | 0.1 | -8.3 | 1.0% | 2.0
CC(=O)c1cccc(NC(=O)c2c(F)c(F)c(F)c(F)c2F)c1 | -3.6 | 4.8 | -15.1 | 19.5 | 16.0 | -0.5 | 10.0 | 4.0% | 0.8
CC1=C(C(=O)OCC2CCCO2)C(c2ccncc2)C2=C(CCCC2=O)N1 (centres undefined) | 2.6 | -12.4 | -1.1 | -12.4 | 2.2 | 0.2 | -11.0 | 18.0% | -32.2
O=C1CCc2cc(S(=O)(=O)NC(Cc3ccccc3)C(=O)NC3CCCC3)ccc2N1 (centres undefined) | -1.9 | 0.6 | 9.6 | 2.7 | -2.6 | 0.0 | -8.4 | 4.0% | 1.8
Cc1cc(C)n(-c2ccc(Cl)c(C(=O)Nc3ccc(-c4nnc5n4CCCCC5)cc3)n2)n1 | 1.0 | 16.4 | -9.9 | -4.1 | 3.0 | -0.3 | 3.5 | 7.0% | 4.0
N#Cc1nc(-c2cccs2)oc1NCCCN1CCOCC1 | -2.3 | -8.8 | -8.7 | -1.3 | 2.5 | -0.7 | -6.1 | 5.0%[fluoresces] | i[fluorescence artefact?]
NC(=O)CSc1nnc(-c2ccncc2)n1-c1ccc(Cl)cc1 | 0.1 | 18.6 | -1.5 | 9.1 | 6.6 | 0.2 | -13.7 | 9.0% | -9.0
CCCNC(=O)c1c(N)n(-c2ccc3c(c2)OCO3)c2nc3ccccc3nc12 | 2.7 | 9.0 | -6.9 | 5.7 | -9.1 | 0.9 | -14.3 | 9.0% | -2.7
Cc1nc2sc(C(c3ccccc3)N3CCN(c4ccccc4F)CC3)c(O)n2n1 (centres undefined) | 0.3 | 10.4 | 3.2 | 4.1 | -3.0 | -0.2 | 11.8 | 4.0% | -2.9
Cn1c(CSc2ncn[nH]2)nc2ccccc21 | 0.1 | 10.7 | 4.9 | . | 2.5 | -1.0 | 2.6 | 3.0% | 4.3
CC(C)(C)n1nnnc1C(c1cc2cc3c(cc2[nH]c1=O)OCO3)N1CCN(c2ccccc2)CC1 (centres undefined) | -0.9 | -7.1 | 8.3 | 6.9 | -5.8 | 0.6 | 17.1 | 13.0% | -41.5
COc1ccccc1-n1cc(C(=O)NCC(=O)N2CCN(c3ccccc3)CC2)c2ccccc2c1=O | -0.7 | 37.4 | 42.4 | 11.9 | -2.9 | -1.5 | 5.1 | 2.0% | 0.3

A different layout for 2 compounds above:
Every second line gives: HTR1A agonist | RORa activator | SF1 activator | 5-HT1A blocker | 5HT1E antag | HTR1E agonist | tolC growth inh | NADH enzymes | MMP-13 inhibitor
Cc1nc2sc(C(c3ccccc3)N3CCN(c4ccccc4F)CC3)c(O)n2n1 (centres undefined)
 : 0.3 | 10.4 | 3.2 | 4.1 | -3.0 | -0.2 | 11.8 | 4.0% | -2.9
Cn1c(CSc2ncn[nH]2)nc2ccccc21
 : 0.1 | 10.7 | 4.9 | . | 2.5 | -1.0 | 2.6 | 3.0% | 4.3

The results go on.
SMILES | HTR1A agonist | RORa activator | SF1 activator | 5-HT1A blocker | 5HT1E antag | HTR1E agonist | tolC growth inh | NADH enzymes | MMP-13 inhibitor
c1nc2sc3c(c2c2nnnn12)CCCC3 | -2.3 | 12.9 | -1.0 | 15.2 | -11.2 | 0.5 | 13.0 | 15.0% | -29.1
Cc1ccc(S(=O)(=O)N2CCN(C(=O)C3COc4ccccc4O3)CC2)cc1C (centres undefined) | -1.5 | -22.5 | -5.6 | 1.0 | 0.0 | -0.7 | 10.2 | 2.0% | 0.1
O=S(=O)(Cc1ccc(Cl)cc1)N1CCCC1 | -2.1 | -5.6 | -15.1 | -4.5 | 1.7 | -0.7 | -4.4 | 3.0% | 3.5
CCC(=O)Nc1ccc(N2CCN(Cc3ccccc3F)CC2)cc1 | 2.9 | 2.5 | 6.0 | -2.3 | 0.1 | 0.0 | -3.7 | 2.0% | 3.1
CCOC(=O)CN(C(=O)CSc1nnc2c(n1)[nH]c1ccccc12)c1ccccc1 | -2.5 | -6.8 | -5.9 | 17.6 | 8.7 | 0.1 | 5.6 | 9.0% | 3.4
CCOC(=O)N1CCN(C(=O)c2ccc3c(c2)ncn3C2CCCC2)CC1 | -2.0 | 12.8 | 4.0 | -9.7 | -9.2 | -0.2 | -2.6 | 6.0% | -16.9
Cc1nc(NCCCn2ccnc2)c2oc3ccccc3c2n1 | -0.3 | 1.6 | 4.8 | 22.1 | 32.5* | -1.1 | -14.2 | 8.0% | -4.5
CCc1nnc(NC(=O)CN2CCC(O)(c3ccccc3OC)CC2)s1 | -2.3 | -22.7 | -11.2 | -3.7 | -3.6 | -1.4 | -9.7 | 3.0% | -1.1
COc1ccc2c(c1OC)C(=O)N1C(C(=O)O)Cc3c([nH]c4ccccc34)C21 (centres undefined) | 3.4 | -3.1 | -18.0 | 1.0 | -3.2 | 0.3 | 17.9 | 4.0% | -90.4[fluorescence artefact?]
CCOC(=O)c1c(C)oc2ccc(OCC(=O)C(C)(C)C)cc12 | 0.0 | -7.5 | -1.9 | . | 12.8 | -0.4 | -0.5 | 1.0% | 3.1
CCn1c(=O)cc(SCC(=O)NCc2ccco2)c2ccccc21 | -1.6 | 19.2 | 12.0 | 14.0 | 9.3 | 1.2 | 1.1 | 5.0% | 5.2
COc1ccccc1C1CC(c2ccc(F)cc2)Nc2ncnn21 (centres undefined) | -1.2 | 0.0 | -9.1 | 19.5 | -7.9 | 0.6 | 14.7 | 4.0% | -3.8
O=C(O)Cc1ccc(NC(=O)c2cccs2)cc1 | 1.2 | -17.6 | -7.4 | -0.4 | -11.5 | -0.4 | -24.2 | 6.0% | 6.3
COCCn1c(SCC(=O)Nc2cc(C)on2)nnc1-c1c[nH]c2ccccc12 | -2.4 | -12.1 | -10.1 | 7.9 | -9.1 | -0.1 | -1.5 | 3.0% | -1.8
